SMN2 splice up: enhancers of SMN2 splice variant expression. HEK293 SMN2-luciferase splicing reporter, luminescence, 30-36 h. Potency, µM (doses to about 46.1 µM), without a hit: at the highest dose activity change, positive = activation, hits mostly activators. 2.8% of 210,000 active; note: % of control where 0% means no effect; nearly all actives have a fitted effect of over 55% in size
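qHTS luciferase splicing reporter: luminescence rises when SMN2 exon 7 is included in transfected HEK293 cells. Compound exposure lasted 30-36 h at 37C, with 4.5 mM final sodium butyrate as control, followed by a ONE-Glo read.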
GAA glycogen: alters human alpha-glucosidase cleavage of glycogen; 0.38% of 300,000 active; P10253; recombinant GAA, glycogen substrate, Amplex Red glucose oxidase fluorescence; Potency, µM (series often up to 76.4 µM), inactives show top-dose activity change, negative = inhibition, usual class: inhibitors;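 note: 0% = full enzyme reaction and -100% = no-enzyme basal signal; the screen sought inhibitors and activators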
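Recombinant human alpha-glucosidase (4 nM final) hydrolysed bovine liver glycogen (30 ug) for 40 min at 37 C in pH 5.0 citrate/phosphate with 0.01% Tween-20. Released glucose detected by glucose oxidase/Amplex Red, Ex 573/Em 610 nm. Compounds up to 77 uM; AC50 from Hill fits.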
An asterisk follows results filed as active; ? = inconclusive; [ ] = another dose, or the depositor's remark. Calls come from the whole dose curve; as a rule, active = well fitted curve in the direction sought with a large enough effect; inconclusive = small, poorly fitted or top-dose-only effect, or another doubt; inactive = no such curve, though single readings can be large; an effect the other way counts as inactive or inconclusive. Potency is the fitted concentration of half-maximal effect. These rows are one share of the data, so the mix of outcomes need not match the whole.

Molecule	SMN2 splice up	GAA glycogen
COc1ccc(-c2[nH]c(-c3ccc(Cl)cc3)nc2SCC(=O)NCC2CCCO2)cc1 (configuration not stated)	-8%	-2%[76.3 µM]
CCc1ccc(NC(=O)Cn2c(=O)n(CCCC(=O)NCc3ccccc3OC)c(=O)c3ccccc32)cc1	6%	12%[76.3 µM]
CCOc1ccccc1NC(=O)CSc1nc2c(sc3ccccc32)c(=O)n1CCCC(=O)NC1CCCC1	0%	-6%[76.3 µM]
CCOC(=O)c1c(NC(=O)CSc2cn(CCNC(=O)c3ccccc3OC)c3ccccc23)sc2c1CCCC2	-3%	0%[76.3 µM]
CCCn1c(NCc2ccccc2C)nc2ccccc21	1%	-13%[76.3 µM]
COCc1nnc(NC(=O)c2cc(OC)c(OC)c(OC)c2)s1	9%	16%[76.3 µM]
Cc1oc(-c2ccc(Cl)cc2)nc1CN1CCCC(C(=O)NCc2ccc(Cl)cc2)C1 (configuration not stated)	2%	-13%[76.3 µM]
CCN(CC)c1ccc(NC(=O)c2cnn3c(C(F)F)cc(-c4ccccc4)nc23)cc1	-1%	18%[76.3 µM]
CCOC(=O)c1c(NC(=O)c2cc(=O)c3c(C)cc(C)cc3o2)sc2c1CCC2	1%	-2%[76.3 µM]
Cc1ccc2nc(CNC(=O)c3ccccc3)[nH]c2c1	11µM*	-2%[76.3 µM]
Cc1ccc(-n2c(-c3ccc(Br)cc3)nc3c(cnn3-c3ccccc3)c2=O)cc1	-6%	9%[76.3 µM]
Cc1ccc(-c2cc3nc(-c4ccccc4)cc(C(F)(F)F)n3n2)cc1	10%	17%[76.3 µM]
Cc1nc2c3cccnc3nn2c(C)c1CCC(=O)NCc1ccccc1	1%	-3%[76.3 µM]
COc1ccc(-c2[nH]c(-c3ccccc3)nc2SCC(=O)Nc2ccc3c(c2)OCCO3)cc1	-1%	-19%[76.3 µM]
CCCN(CCC)C(=O)Cn1c(=O)n(-c2ccc(Cl)cc2)c(=O)c2c3c(sc21)CCCC3	2%	0%[76.3 µM]
COc1cc(OC)c(N(C)C(=O)Cn2ncc3c(=O)oc4ccccc4c32)cc1Cl	-2%	7%[76.3 µM]
COc1ccc(CCNC(=O)c2c(O)nc3ccccn3c2=O)cc1	3%	9%[76.3 µM]
COc1cccc(NC(=O)Cn2c(=O)n(Cc3ccccc3)c(=O)c3c4c(sc32)CN(C(C)=O)CC4)c1	?	-13%[76.3 µM]
CCc1ccc(NC(=O)Cn2c(=O)n(-c3ccc(OC)cc3)c(=O)c3ccc(C(=O)NCc4ccc(C)cc4)cc32)cc1	8%	-3%[76.3 µM]
COc1ccc(-n2c(=O)[nH]c3cc(C(=O)NCCc4ccccc4)ccc3c2=O)cc1OC	3%	-5%
COc1ccc(CNC(=O)CCc2nc3cccnc3n2Cc2ccccc2)cc1	2%	0%[76.3 µM]
COc1cc(CN(C(=O)c2ccc(OC(C)C)cc2)C2CCS(=O)(=O)C2)cc(OC)c1OC (configuration not stated)	2%	-2%[76.3 µM]
Cc1coc2cc3oc(=O)c(CC(=O)NCc4cccc(Cl)c4)c(C)c3cc12	-9%	-4%[76.3 µM]
Cc1cccc(NC(=O)CCS(=O)(=O)c2cc(Br)cc3c2N(C(=O)C2CC2)CC3)c1	2%	-4%[76.3 µM]
CN(C)c1ccc(NC(=O)CC(NCc2cccnc2)C(=O)O)cc1 (configuration not stated)	-2%	-7%[76.3 µM]
CCOc1ccc(NC(=O)Nc2cc3c(cc2N2CCCCC2)n(C)c(=O)n3C)cc1	-2%	-19%[76.3 µM]
CCOc1ccc(/C=C/c2nc(C#N)c(NC3CCCCC3)o2)cc1	23%	-3%[76.3 µM]
Cc1ccc(S(=O)(=O)c2nc(-c3ccccc3Cl)oc2N2CCCCCC2)cc1	-5%	5%[76.3 µM]
COC(=O)c1ccccc1NC(=O)c1nn(-c2ccc(OC)cc2)c(=O)c2c1c1ccccc1n2C	-2%	11%[76.3 µM]
COc1ccc(-c2oc3ncn4nc(-c5ccccc5C)nc4c3c2-c2ccc(OC)cc2)cc1	3%	-4%[76.3 µM]

3 compounds out of the list above, arranged by the number in SMN2 splice up, descending.
canonical_smiles | SMN2 splice up
Cc1ccc(-c2cc3nc(-c4ccccc4)cc(C(F)(F)F)n3n2)cc1 | 10%
COc1ccc(-n2c(=O)[nH]c3cc(C(=O)NCCc4ccccc4)ccc3c2=O)cc1OC | 3%
CCOC(=O)c1c(NC(=O)c2cc(=O)c3c(C)cc(C)cc3o2)sc2c1CCC2 | 1%

Next results follow:
Molecule	SMN2 splice up	GAA glycogen
COc1ccccc1CCNC(=O)CCc1c(C)c2cc3c(C)coc3c(C)c2oc1=O	10%	-5%[76.3 µM]
COc1cc2c(cc1NC(=O)COc1ccc(Br)c(C)c1)oc1ccccc12	-9%	13%[76.3 µM]
CCn1cnc2c(=O)oc3ccc(S(=O)(=O)Nc4ccc(OC)cc4)cc3c21	-2%	-2%[76.3 µM]
COc1ccc(-c2cc(C(=O)NCCc3ccccc3)c3c(-c4ccccc4)[nH]nc3n2)cc1OC	9%	-3%[76.3 µM]
COc1ccc2c(C)cc(SCC(=O)Nc3nsc(-c4ccccc4C)n3)nc2c1	3%	0%[76.3 µM]
COc1ccc(C(=O)COC(=O)c2cc(-c3cccs3)nc3ccccc23)cc1	-9%	11%[76.3 µM]
Cc1cc(Nc2cccc(C)c2C)n2cnnc2n1	-11%	-10%[76.3 µM]
Cc1cn2c(=O)cc(COc3ccc(NC(=O)c4cccc(F)c4)cc3)nc2s1	-7%	?
CCSc1ncc(Cl)c(C(=O)Nc2c(C(=O)Nc3ccccc3)oc3ccccc23)n1	-6%	20%[76.3 µM]
Cc1ccc(Cn2nc3n(c2=O)-c2cc(Cl)ccc2OC3)cc1	7%	-5%[76.3 µM]
COc1ccc(OC)c(C2CC(=O)N(c3cccc(C)c3)C3=C2C(=O)OC3)c1 (configuration not stated)	11%	-10%[76.3 µM]
CCn1cc(C(=O)NCc2ccccc2)c(=O)c2cc(S(=O)(=O)N3CCCCC3)ccc21	1%	-22%[76.3 µM]
CCOc1ccc(-n2nc3ccc(NC(=O)COc4ccc(OC)cc4)cc3n2)cc1	13%	16%[76.3 µM]
C#CCn1c(COc2ccccc2C)nc2ccccc21	?	14%[76.3 µM]
CCCN(CCC)c1cc(C)nc2nc(-c3ccc(Cl)cc3)nn12	-7%	-4%[76.3 µM]
CCCN(CCC)C(=O)C1CCCN(S(=O)(=O)c2ccc3c(c2)oc(=O)n3C)C1 (configuration not stated)	-13%	-1%[76.3 µM]
CCOc1ccccc1NC(=O)CN1C(=O)C(=O)c2ccccc21	-3%	0%[76.3 µM]
CC(CCCc1ccccc1)NC(=O)c1nn(-c2ccc(Cl)cc2)nc1CO (configuration not stated)	-47%[inhibitor]	-6%[76.3 µM]
Fc1ccc(-c2cc(-c3ccc(F)cc3)c3c(n2)-c2cc(F)ccc2OC3)cc1	8%	3%[76.3 µM]
COc1ccc(C(=O)NCCSc2c[nH]c3ccccc23)cc1OC	-10%	-10%[76.3 µM]
COc1ccc(NC(=O)c2ccc3c(c2)N(Cc2cccc(Cl)c2)C(=O)c2ccccc2S3(=O)=O)cc1Cl	-9%	4%[76.3 µM]
CCCCNc1nc(Oc2ccc(OCC(N)=O)nn2)nc(N2CCOCC2)n1	-16%	-8%[76.3 µM]
CCCCN(Cc1cc2ccccc2[nH]c1=O)C(=O)c1cccc(Cl)c1	-3%	16%[76.3 µM]
COC(=O)C(NC(=O)CCc1c(C)nc2cc(-c3cccc(F)c3)nn2c1C)C(C)C (configuration not stated)	3%	-2%[76.3 µM]
Cc1sc2c(c1C)c(=O)n(-c1ccc(Cl)cc1)c(=O)n2CC(=O)c1ccccc1	0%	17%[76.3 µM]
CC1CCN(S(=O)(=O)c2ccc3c(c2)N(CC(=O)NC(C)C)C(=O)CS3)CC1	-4%	10%[76.3 µM]
CCn1c(=O)c(=O)n(CC)c2cc(N3CCCCC3)c(NC(=O)c3ccccc3OC)cc21	-4%	10%[76.3 µM]
COc1ccc(OCc2nc3ccccc3n2Cc2ccc(C(C)(C)C)cc2)cc1	11µM*	4%[76.3 µM]
Cc1oc(-c2ccc(Cl)cc2)nc1CN1CCCC(C(=O)NCCc2ccc(Cl)cc2)C1 (configuration not stated)	4%	6%[76.3 µM]
COc1ccc(Nc2nnc(-c3cc4c(ccc5ccccc54)oc3=O)s2)cc1	0%	17%[76.3 µM]

Following part.
Molecule	SMN2 splice up	GAA glycogen
Cn1c(=O)c(=O)n(C)c2cc(N3CCCC3)c(NC(=O)c3ccccc3Cl)cc21	6%	-2%[76.3 µM]
COc1ccc(-c2nc(CN3CCC(C(=O)NCc4ccc(F)cc4)CC3)c(C)o2)cc1OC	1%	21%[76.3 µM]
COc1ccc(C)cc1NC(=O)C(=O)NCC1(c2ccccc2)CCCC1	20%	7%[76.3 µM]
CC(C)CC(=O)NC1(C(F)(F)F)C(=O)Nc2c1c(=O)[nH]c(=O)n2-c1ccccc1 (configuration not stated)	?	12%[76.3 µM]
Cc1ccc(C)c(CN2C(=O)c3ccccc3S(=O)c3ccc(C(=O)NCCc4ccc(Cl)cc4)cc32)c1 (configuration not stated)	10%	?
CCOC(=O)c1c(C)n(-c2ccccc2)c2ccc(OC(=O)COc3ccccc3)cc12	11%	14%[76.3 µM]
CCc1ccccc1S(=O)(=O)Cc1ccc(C(=O)NCCc2ccc(Cl)cc2)o1	-5%	-13%[76.3 µM]
Nc1ccc(S(=O)(=O)NC2(C(F)(F)F)NC(=O)N(c3cccc(Cl)c3)C2=O)cc1 (configuration not stated)	-27%	-5%[76.3 µM]
CCOC(=O)c1cnc2ccc(C)cc2c1NCCc1ccc(OC)c(OC)c1	-75%[inhibitor]	-8%[76.3 µM]
Cc1c2cnn(-c3ccccc3)c(=O)c2c(C)n1CC(=O)NCc1ccc(Cl)cc1	-2%	?
N#Cc1c(-c2ccccc2)cc(-c2ccccc2)nc1SCC(O)CS(=O)(=O)Cc1ccccc1 (configuration not stated)	-11%	5%[76.3 µM]
CCOC(=O)c1ccccc1NC(=O)CCOc1ccccc1	-32%[inhibitor]	14%[76.3 µM]
CCCc1cc(N2CCN(c3cc(Cl)ccc3C)CC2)n2cnnc2n1	4%	-14%[76.3 µM]
CCCn1c(=N)c(C(=O)NCC2CCCO2)cc2c(=O)n3cc(C)ccc3nc21 (configuration not stated)	-3%	1%[76.3 µM]
COc1cc(C(=O)Nc2cccc(OCc3cc(=O)n4cc(C)sc4n3)c2)cc(OC)c1OC	5%	-8%[76.3 µM]
COc1ccc(S(=O)(=O)Nc2cc(-c3cn4ccccc4n3)ccc2C)cc1	8%	-10%[76.3 µM]
COc1ccc(-n2nnc(C(=O)Nc3ccccc3F)c2N)cc1	7.1µM*	-12%[76.3 µM]
COc1ccc(Nc2cc(C(=O)NCc3ccccc3)c3ccccc3n2)cc1OC	1%	-3%[76.3 µM]
CCOc1ccc(CC(=O)Nc2c(C(=O)Nc3ccc(OC)cc3OC)oc3ccccc23)cc1	-18%	10%[76.3 µM]
N#Cc1c(-n2ncnc2-c2cccc(Br)c2)sc2c1CCCCC2	-3%	-15%[76.3 µM]
COc1ccc(-c2nn(-c3ccc(C)cc3)c3c2cnc2ccc(C)cc23)cc1OC	-1%	19%[76.3 µM]
Cc1ccc(-n2c(=O)c3ccc(C(=O)NCc4ccccc4Cl)cc3n(CC(N)=O)c2=O)cc1	5%	14%[76.3 µM]
Cc1cccc(NC(=O)c2cc3c(C)nn(-c4ccccc4)c3s2)c1	-20%	-2%[76.3 µM]
CC(=O)Nc1ccc(NC(=O)C(NS(=O)(=O)c2ccc(Br)s2)c2ccccc2)cc1 (configuration not stated)	-2%	15%[76.3 µM]
COc1ccc(CCNC(=O)CCCCn2c(=O)c3ccccc3n(Cc3ccccc3)c2=O)cc1OC	4%	-9%[76.3 µM]
COc1ccc2c(c1)NC(c1ccc(F)cc1)=NC(c1ccc(F)cc1)=N2	1%	5%[76.3 µM]
CCOC(=O)C1CCCN(C(=O)Cn2ncc3c(C)n(Cc4ccc(Cl)cc4)c(C)c3c2=O)C1 (configuration not stated)	-3%	-1%[76.3 µM]
O=c1oc2c3c(ccc2c2ccccc12)OCN(Cc1ccccc1Cl)C3	3%	-23%[76.3 µM]

Complete entries, looked up by structure:
`Cc1ccc(-n2c(=O)c3ccc(C(=O)NCc4ccccc4Cl)cc3n(CC(N)=O)c2=O)cc1` across the screens: SMN2 splice up: 5%; GAA glycogen: 14%[76.3 µM]
`COc1ccc(NC(=O)c2ccc3c(c2)N(Cc2cccc(Cl)c2)C(=O)c2ccccc2S3(=O)=O)cc1Cl` across the screens: SMN2 splice up: -9%; GAA glycogen: 4%[76.3 µM]
